a7 integrin act = integrin-mediated muscular dystrophy alleviation activation. alpha7betagal myoblasts, beta-gal FDG fluorescence, 48 h. Potency, µM (titrated, usually from 38.3 µM), without a hit: at the top dose activation, actives largely listed as activators. 350,000 tested, 0.064% active. AID 624291;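 note: potency is the fitted concentration of half-maximal effect; 100% = response of the positive control SU9516; nearly all actives have a fitted effect of over 60% in size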
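Alpha7betagal+/- myoblasts (passage 13) were plated 16-24 hr, then exposed to compounds (1:260 dilution of DMSO stock) for 48 hours at 37C. After MPER lysis, β-galactosidase reporter activity was read as FDG fluorescence (ex 480/em 540) after 30 minutes.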
Menin MLL FP TR = displaces Texas Red mutant MLL peptide from human menin | 270,000 tested, 0.23% active | AID 1768 | Potency, µM (series often up to 61.6 µM), for the others: at the highest dose FP activity change, negative = inhibition, most hits filed as inhibitors | Menin + Texas Red MLL mutant peptide, fluorescence polarization; active = well fitted inhibition curve with a large enough effect in the polarisation, with a control signal flat, not every such curve was filed as active; inconclusive = small, poorly fitted or top-dose-only effect, or effect the other way, or a change in a side signal; inactive = no such curve, though single readings can be large or run the other way; the % refers to the polarisation; note: potency is the fitted concentration of half-maximal effect; % of control where 0% means no effect; many of its hits are not listed in these tables
Chronic BCR inh = chronic active BCR signaling inhibition; 340,000 tested, 0.05% active; Potency, µM (top dose mostly 46.1 µM), for the others: at the highest dose ratio change, negative = lower green/red ratio, hits mostly inhibitors; ABC-DLBCL IkBa-CBG/CBR reporter, luminescence ratio, 4 h; active = well fitted inhibition curve with a large enough effect in the signal ratio, with a control signal flat, not every such curve was filed as active; inconclusive = small, poorly fitted or top-dose-only effect, or effect the other way, or a change in a side signal; the % refers to the signal ratio;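 note: potency is the fitted concentration of half-maximal effect; plate controls were basal doxycycline-induced cells for no effect and cells given 10 µM MG132 for full effect; MG132 reads +100%, hits lower the ratio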
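Doxycycline induced both beetle luciferases in TMD8 lymphoma cells; IKK-driven degradation limits the IkappaBalpha-fused green signal, while red luminescence normalises for cell number and nonspecific effects. Compounds tested up to 46 uM, 4 hrs.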
Giardia killer = Giardia lamblia killing | Giardia lamblia trophozoite viability | activity change, % at 7.66 µM, hits read low | 340,000 tested, 0.15% active | AID 540267; in the data active = activity change below about -80%; inconclusive = between about -30% and that limit;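 note: parasites exposed to compound for two days anaerobically before the ATP read; % is set by controls: 0 for no effect and ±100 for the full control effect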
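Media and compound were dispensed first, then trophozoites at 100 cells/well; plates sat 48 hrs at 37 deg C without oxygen before ATP luminescence reagent was added and read after 15-30 min at room temperature.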
PTAP TSG101 blk = blocks PTAP/TSG101 interaction to inhibit HIV-1 budding. Fluorescence polarization, FITC-PTAP peptide / Tsg101 binding. Potency, µM (doses to about 115 µM), without a hit: top-dose activity change, negative = inhibition, usual class: inhibitors. 340,000 tested, under 10 active; active = well fitted inhibition curve with a large enough effect in the main read-out, with a control signal flat, not every such curve was filed as active; inconclusive = small, poorly fitted or top-dose-only effect, or effect the other way, or a change in a side signal; inactive = no such curve, though single readings can be large or run the other way; note: potency is the fitted concentration of half-maximal effect; % of control where 0% means no effect
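Compounds were pin-transferred onto Tsg101 binding domain (10 uM final) in HEPES pH 7.5 buffer, then FITC-PTAP peptide was added at 50 nM final. After 20 min at RT, polarization reported peptide displacement across a qHTS concentration series.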
Tb PFK inh = blocks T. brucei phosphofructokinase; O15648; T. brucei PFK, ADP-Glo luminescence; Potency, µM (titrated, usually from 57.5 µM), without a hit: at the top dose activity, negative = inhibition, usual class: inhibitors; 330,000 tested, 0.17% active; AID 485367;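 note: potency is the fitted concentration of half-maximal effect; 0% = uninhibited 1x PFK enzyme wells and -100% = no-enzyme wells; nearly all actives have a fitted effect of over 60% in size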
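PFK 1.25 nM, F6P 0.5 mM, ATP 0.1 mM, 0.1 M TEA pH 8.0, 5 mM MgCl2, 0.01% Tween20, 0.1% BSA; 45 min RT. ADP-Glo readout. qHTS titration up to 57 uM; curves fitted, compounds curve-classed.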
GALK inh = galactokinase (human) inhibition; P51570; Purified GALK, Kinase-Glo residual ATP luminescence; Potency, µM (titrated, usually from 57.5 µM), for the others: at the top dose activity change, negative = inhibition, most hits filed as inhibitors; 270,000 tested, 0.007% active; note: potency is the fitted concentration of half-maximal effect; % is set by controls: 0 for no effect and ±100 for the full control effect
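ATP-depletion format; final 35 uM ATP, 100 uM D-galactose, 5 nM enzyme; pH 8.0 HEPES/Mg2+ buffer; 60 min RT; luminescence read 10 min after detection reagent.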
FBPA coupling cs = coupling enzyme interference in Giardia aldolase counter-screen; coupling enzyme system counterscreen, AmpLite Red fluorescence; activity change, negative = inhibition, % at 58.2 µM, hits read low; 290,000 tested, 0.67% active; AID 2472; in the data active = activity change below about -30%; note: % is set by controls: 0 for no effect and ±100 for the full control effect
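Compounds tested against the coupling enzymes alone at 57.5 uM final; readout was AmpLite Red fluorescence (525/598 nm) after 20 min at RT.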
B2AR arrestin = recruits beta-arrestin to the human beta2-adrenergic receptor; beta-arrestin recruitment to beta2AR, cell-based reporter; P07550; 330,000 tested, 0.02% active; Potency, µM (doses to about 46.1 µM), for the others: at the top dose activation, most hits filed as activators;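 note: potency is the fitted concentration of half-maximal effect; 0% = DMSO controls and full agonism = EC100 isoproterenol or metaproterenol; nearly all actives have a fitted effect of over 65% in size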
Target sequence (P07550 whole entry, looked up): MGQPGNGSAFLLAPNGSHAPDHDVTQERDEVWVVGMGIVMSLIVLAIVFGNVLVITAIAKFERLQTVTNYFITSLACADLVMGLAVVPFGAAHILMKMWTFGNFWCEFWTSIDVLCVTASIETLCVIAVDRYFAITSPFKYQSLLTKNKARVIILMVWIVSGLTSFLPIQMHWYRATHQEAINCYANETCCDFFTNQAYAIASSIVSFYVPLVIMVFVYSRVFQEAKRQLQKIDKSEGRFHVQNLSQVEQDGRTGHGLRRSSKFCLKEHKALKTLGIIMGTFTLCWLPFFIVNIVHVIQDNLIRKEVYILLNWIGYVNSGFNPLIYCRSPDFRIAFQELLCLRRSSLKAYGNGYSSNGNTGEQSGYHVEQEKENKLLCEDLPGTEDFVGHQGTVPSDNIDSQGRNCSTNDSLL
ASM inhibitor = human S-ASM enzyme inhibition; P17405; placental ASM, HMU-PC fluorogenic substrate, 60 min; Potency, µM (doses to about 57.5 µM), for the others: at the highest dose activity change, negative = inhibition, actives largely listed as inhibitors; 340,000 tested, 0.006% active; AID 504937; note: potency is the fitted concentration of half-maximal effect
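Steps: dispense placental human ASM, pin compound, wait 10 min at room temperature, add HMU-PC0 substrate at 9 uM final, incubate 60 min at 37 °C, add stop solution raising pH to 10, read fluorescence.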
PKM2 act = activators of human pyruvate kinase M2. P14618. purified PKM2, Kinase-Glo ATP luminescence, activation; response scale: 0% is enzyme alone, no compound. Potency, µM (series often up to 57.5 µM), for the others: at the highest dose activation, most hits filed as activators. 260,000 tested, 0.34% active; note: potency is the fitted concentration of half-maximal effect; % is set by controls: 0 for no effect and ±100 for the full control effect; nearly all actives have a fitted effect of over 55% in size
Target sequence (P14618 whole entry, looked up): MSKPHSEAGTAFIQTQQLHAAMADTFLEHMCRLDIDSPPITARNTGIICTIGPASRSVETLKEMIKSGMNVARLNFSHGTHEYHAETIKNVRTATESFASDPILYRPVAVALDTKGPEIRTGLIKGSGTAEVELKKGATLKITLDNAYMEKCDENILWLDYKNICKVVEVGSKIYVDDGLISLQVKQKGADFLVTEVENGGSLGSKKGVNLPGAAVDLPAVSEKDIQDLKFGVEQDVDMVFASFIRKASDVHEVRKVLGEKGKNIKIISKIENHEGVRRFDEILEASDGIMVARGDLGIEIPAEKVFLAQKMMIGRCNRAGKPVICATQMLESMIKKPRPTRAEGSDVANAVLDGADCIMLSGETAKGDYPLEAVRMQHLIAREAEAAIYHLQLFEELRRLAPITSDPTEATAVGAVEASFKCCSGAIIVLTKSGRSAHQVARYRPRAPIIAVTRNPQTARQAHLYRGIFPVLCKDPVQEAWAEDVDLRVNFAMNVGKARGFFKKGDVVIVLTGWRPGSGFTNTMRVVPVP
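Kinase-Glo luminescence reports ATP generated from ADP (0.1 mM) and PEP (0.5 mM) by purified hPK-M2 after 1 h at room temperature, pH 7.2 imidazole buffer; intermediate enzyme activity allows detecting inhibitors and activators.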
The depositor's hits bear a star; ? = inconclusive; . = not tested or not shown; [ ] = another dose, or the depositor's remark. Unless noted, calls come from the whole dose curve; as a rule, active = well fitted curve in the direction sought with a large enough effect; inconclusive = small, poorly fitted or top-dose-only effect, or another doubt; inactive = no such curve, though single readings can be large; an effect the other way counts as inactive or inconclusive. Only part of the results is shown; rates above refer to the full screens.

Sample of the layout (two entries):
mol,Menin MLL FP TR,FBPA coupling cs,a7 integrin act,GALK inh,Tb PFK inh,ASM inhibitor,Giardia killer,PTAP TSG101 blk,PKM2 act,Chronic BCR inh,B2AR arrestin
CN1CCN(Cc2c(O)ccc3c(-c4ccccc4)cc(=O)oc23)CC1,0.3%,0.3,12.7%,4.6%,-2.4%,22.6%,-4.2,-3.3%,-1.3%,-1.2%,-0.1%
CC(C(=O)N=Nc1c(O)n(C)c2ccc(Br)cc12)n1cnc2ccccc2c1=O (centres undefined),2.7%,1.8,.,-0.8%,0.5%,.,.,.,13.2%,?,-1.0%

This part in full, from the start:
mol,Menin MLL FP TR,FBPA coupling cs,a7 integrin act,GALK inh,Tb PFK inh,ASM inhibitor,Giardia killer,PTAP TSG101 blk,PKM2 act,Chronic BCR inh,B2AR arrestin
CN1CCN(Cc2c(O)ccc3c(-c4ccccc4)cc(=O)oc23)CC1,0.3%,0.3,12.7%,4.6%,-2.4%,22.6%,-4.2,-3.3%,-1.3%,-1.2%,-0.1%
CC(C(=O)N=Nc1c(O)n(C)c2ccc(Br)cc12)n1cnc2ccccc2c1=O (centres undefined),2.7%,1.8,.,-0.8%,0.5%,.,.,.,13.2%,?,-1.0%
CC(=O)c1ccc(Nc2ncnc3c2oc2ccccc23)cc1,22.7%,-2.8,15.8%,-3.2%,-4.0%,-0.2%,6.6,-8.7%,-2.9%,7.5%,-1.8%
Cc1ccc(S(=O)(=O)N2C[C@@H]3[C@H]4CC[C@H](C4)[C@@H]3[C@@H](C)[C@@H]2c2cn(Cc3ccccc3)c3ccc(F)cc23)cc1,.,.,0.0%,.,3.6%,11.4%,-13.0,-1.1%,.,1.8%,-0.5%
CCOc1ccc2[nH]c(=O)c(C(c3nnnn3C3CCCCC3)N3CCN(C)CC3)cc2c1 (centres undefined),-2.3%,1.8,13.1%,-0.3%,10.5%,172.3%[activator],-0.3,-7.9%,?,2.9%,0.1%
CN(C(=S)NC(=O)C1(C)CC1(Cl)Cl)c1ccccc1 (centres undefined),3.7%,2.0,30.5%,2.8%,-4.6%,5.8%,16.4,-4.3%,3.7%,?,-0.6%
CCCCCN(C(=O)CCC(=O)OCC(=O)c1ccc(C(C)CC)cc1)c1c(N)n(CCCC)c(=O)[nH]c1=O (centres undefined),.,.,?,.,0.2%,-2.3%,5.2,-0.4%,.,14.7%,-0.9%
CS(=O)(=O)c1ccc(C(=O)OCC(=O)NC(=O)C2CCCCC2)cc1[N+](=O)[O-],?,-3.0,-23.5%,-0.9%,-1.2%,-4.1%,5.7,-5.9%,0.3%,?,-0.2%
OCCN1CCOCCN(CCO)CCN(CCO)CC1,0.2%,3.4,-6.5%,-0.3%,0.8%,-0.2%,-14.3,-2.6%,1.1%,6.1%,-0.2%
Cc1cc2c(c(=O)n1Cc1cccnc1)C(c1ccc(F)cc1)C(C#N)=C(N)O2 (centres undefined),3.6%,2.1,-16.7%,-0.7%,5.7%,1.3%,12.2,-5.1%,-1.0%,9.1%,-0.6%
COc1ccc(OC)c(NC(=O)CN(C)S(=O)(=O)c2ccc(Cl)cc2)c1,-6.5%,-0.8,-10.4%,0.8%,0.5%,-2.4%,18.3,-6.4%,2.8%,?,0.1%
O=c1c2cc(F)ccc2[nH]c(=S)n1CCCN1CCOCC1,-13.7%,1.0,10.9%,0.2%,1.4%,3.2%,-4.7,-8.5%,-0.6%,-0.4%,-0.9%
COc1ccc(CNC(=O)CN(Cc2cccs2)C(=O)CCC(=O)Nc2ccccn2)cc1,-0.5%,4.7,4.7%,1.5%,2.0%,9.8%,-10.2,1.0%,8.5%,0.8%,-1.6%
O=C(O)c1cccc(NC(=O)c2cn(-c3ccccc3)nc2-c2ccncc2)c1,-0.6%,5.4,1.4%,-0.5%,1.5%,5.2%,-1.4,-7.5%,-0.4%,-0.6%,0.2%
Cc1cc(NCCO)nc(N2CCOCC2)n1,-7.1%,2.0,7.4%,2.1%,0.0%,8.7%,-12.0,-7.7%,-4.9%,3.6%,-0.7%
COc1ccc(-c2cn(-c3ccc(Cl)cc3)c3[n+]2CCCCC3)cc1,.,-1.5,-4.0%,4.1%,-2.6%,5.8%,28.0,-0.6%,-10.4%,-6.0%,0.3%
CC[C@]12c3[nH]c4ccc(OC)cc4c3CCN1C(=O)C(CC(=O)NCCCOC)C[C@@H]2C(=O)N1CCN(C(=O)c2ccco2)CC1 (some centres undefined),.,.,20.3%,.,-0.9%,13.6%,3.9,-5.6%,.,4.5%,-1.8%
COc1ccc(C(CC(=O)NCc2ccccc2)Sc2n[nH]c(-c3ccc(Cl)cc3)n2)cc1 (centres undefined),-28.1%,0.2,6.2%,-0.4%,1.8%,2.4%,-10.3,2.2%,4.1%,-2.6%,-0.9%
Cc1ccc2c(c1)NC(=O)C(CC(=O)NCCN(CC(C)C)CC(C)C)O2 (centres undefined),-11.2%,-1.0,22.8%,-2.7%,-6.9%,-4.0%,16.7,0.2%,-11.6%,-1.6%,-0.6%
CC(NC(=O)c1cccc(C(F)(F)F)c1)C(c1ccccc1)N1CCOCC1 (centres undefined),-4.3%,1.2,6.1%,-0.4%,-0.1%,-4.2%,13.3,-1.2%,0.6%,5.0%,-1.1%
CN(C)S(=O)(=O)c1ccc2[nH]cc(/C=C/c3nc4ccccc4c(=O)n3-c3ccccc3)c2c1,-17.6%,0.4,-22.4%,4.1%,-5.8%,345.1%[activator],1.2,-4.9%,-6.5%,?,-1.3%
CCOC(=O)C1=C(CSc2nccn2C)NC(=O)NC1c1cc(C)ccc1C (centres undefined),-5.9%,0.7,21.2%,5.4%,-2.3%,6.0%,13.5,-0.2%,11.1%,2.0%,-0.9%
O=C1C=C(Nc2ccc(O)cc2)C(=O)c2ccccc21,.,-16.0,-57.5%[inhibitor],8.8%,?,-2.3%,-13.6,-4.5%,-10.0%,?,-0.1%
COc1ccccc1C(=O)NC(=Nc1nc2ccccc2o1)NC(=O)c1ccccc1OC,-15.3%,-4.5,-1.0%,0.7%,3.7%,-0.2%,4.0,-5.2%,-2.9%,?,-0.5%
COc1ccc(-c2noc(N3CCC(C(=O)Nc4ccccc4Cl)CC3)n2)cc1,-23.8%,0.5,26.8%,.,-2.4%,-1.4%,-16.2,0.6%,-24.1%,-2.8%,0.3%
COC(=O)COc1ccc(S(=O)(=O)NCc2cccnc2)cc1,28.0%,4.3,0.7%,-0.8%,-0.3%,4.8%,11.5,-5.4%,-1.5%,1.5%,-0.3%
Cc1ccc(-c2cc(C(=O)O)c3ccccc3n2)c(C)c1,.,4.7,-8.4%,-1.7%,1.4%,2.0%,-10.7,0.4%,-7.9%,15.2%,-0.1%
CCc1ccc(CN(C)C(=O)CCc2nc3ccccc3n(-c3ccc(OC)cc3)c2=O)cc1,?,0.3,-46.6%[inhibitor],-2.2%,-1.0%,-10.1%,-4.8,-4.7%,-1.3%,?,-1.0%
O=C(c1ccc(F)cc1)N1CCC(c2ccccc2)C1 (centres undefined),.,-0.2,26.5%,-2.4%,3.8%,6.1%,-2.6,0.2%,-1.6%,?,2.6%
Cc1sc2ncnc(Oc3ccc(-n4ccnc4)cc3)c2c1C,-13.6%,0.2,-14.7%,0.2%,-1.0%,-2.1%,-18.0,-7.9%,-1.1%,-13.8%,-0.8%
Cc1ccc(C(=O)OCC(=O)Nc2ncc(C(F)(F)F)cc2Cl)cc1NC(=O)c1ccco1,-1.0%,1.4,-23.5%,2.9%,-7.0%,-2.4%,7.3,1.5%,0.9%,11.7%,-0.3%
COc1cccc(-n2ccnc2SCC(=O)N2CCCc3ccccc32)c1,-12.2%,-0.6,1.4%,-1.3%,0.0%,-0.7%,-13.8,0.4%,-2.7%,-4.6%,-0.3%
C=CCN(CC=C)CC(=O)Nc1cccc(Oc2cnccn2)c1,7.2%,0.0,25.2%,-2.5%,-2.2%,6.3%,0.0,-8.8%,.,-3.2%,-0.9%
Cc1oc(C(=O)O)cc1CSCc1ccoc1C(=O)O,1.1%,-3.7,-16.8%,4.2%,1.4%,-4.3%,13.5,-5.4%,2.5%,3.6%,0.1%
CC(=O)c1ccccc1NC(=O)COC(=O)c1cc(C)oc1C,.,.,5.1%,.,-4.7%,1.7%,-9.8,-1.1%,.,-2.0%,-0.1%

Bioassay records (PubChem BioAssay)
